HTR2A ag: activates the mouse 5-HT2A serotonin receptor; CHO-K1 mHTR2A beta-arrestin complementation, luminescence; percent of 30 µM serotonin response; activation, % at 7.6 µM; 360,000 compounds, 0.66% hits; AID 624169;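 active = activation above a run cutoff, the mean activation of all tested compounds plus 3 SD, cut at about 14% in these data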;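 note: 0% = plate median of compound wells and 100% = 30 µM serotonin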
SRC2 inh: inhibits human steroid receptor coactivator 2. Q15596. HEK293 GAL4-SRC2 luciferase reporter, luminescence. inhibition, % at 9 µM. 370,000 compounds, 0.17% hits. AID 651957;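 active = inhibition above the mean inhibition of all tested compounds plus 3 SD, set per campaign, cut at about 52% in these data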;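 note: 0% = DMSO treated cells and 100% = cells given Gossypol at 36 µM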
N-glyco inh: blocks N-linked glycosylation in D54 reporter cells; reporter increase, % at 12.5 µM; 360,000 compounds, 0.23% hits; D54 ERlucT glycosylation luciferase reporter, 24 h; percent of 100 nM tunicamycin response; AID 588692;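 active = mean luciferase reporter signal, scaled so untreated is 0 and the glycosylation-blocking control 100, at or above a set limit in every replicate; inconclusive = mean reaches the limit but not every replicate does; inactive = mean below the limit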;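 note: luciferase carries N-glycosylation sites so blocking glycosylation raises the light; 0% = median of neutral control wells and 100% = median of 100 nM tunicamycin wells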
MC4R antagonist: antagonists of human melanocortin 4 receptor (MC4R); P32245; MC4R-expressing cells, MTII-stimulated cAMP, LANCE TR-FRET; inhibition, % at 6.5 µM; 360,000 compounds, 0.48% hits; AID 540295;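 active = inhibition above its plate's cutoff, the mean of tested wells on that plate plus 3 SD, cut at about 29% in these data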;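 note: 0% = Melanotan II alone and 100% = Melanotan II plus saturating MCL0020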
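Material: human MC4R-expressing U2OS cells. Probe or stimulus: Melanotan II challenge. Dosing: 6.5 µM single dose. Times: 30-min compound, 1-h challenge, 1-h detection, room temperature. Technique: TR-FRET with Eu-cAMP and labeled anti-cAMP, 671 nm. Replication: singlicate.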
H9c2 protect: protects H9c2 cardiomyocytes from peroxide injury; 360,000 compounds, 0.63% hits; protection from H2O2 cell death, % at 20 µM; H2O2 injury protection, ATPLite, 2 h;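 active = compounds giving at least 50% protection of heart cells from peroxide-induced death in the single-dose screen, raw or plate-pattern-corrected value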;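 note: 0% = DMSO wells with peroxide and 100% = DMSO wells without peroxide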
NOD2 RIPK2 PPI: inhibitors of human NOD2-RIPK2 interaction | AID 624267 | CHO BLA complementation NOD2-RIPK2, CCF4 ratio | 360,000 compounds, 0.38% hits | inhibition, % at 4.98 µM | O43353; in the data active = inhibition above about 21%;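 note: 0% = vehicle only and 100% = reference blocker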
ABHD5-PLIN5 inh: inhibitors of human ABHD5-perilipin-5 interaction. Q00G26+Q8WTS1. Split G. princeps luciferase complementation, luminescence, 4 h. inhibition, % at 4 µM. 360,000 compounds, 0.78% hits. AID 602281;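 active = inhibition above the mean inhibition across every tested compound plus 3 SD, cut at about 22% in these data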;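 note: 0% = DMSO only wells and the 100% control is not disclosed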
Target sequence (Q00G26 whole entry, looked up): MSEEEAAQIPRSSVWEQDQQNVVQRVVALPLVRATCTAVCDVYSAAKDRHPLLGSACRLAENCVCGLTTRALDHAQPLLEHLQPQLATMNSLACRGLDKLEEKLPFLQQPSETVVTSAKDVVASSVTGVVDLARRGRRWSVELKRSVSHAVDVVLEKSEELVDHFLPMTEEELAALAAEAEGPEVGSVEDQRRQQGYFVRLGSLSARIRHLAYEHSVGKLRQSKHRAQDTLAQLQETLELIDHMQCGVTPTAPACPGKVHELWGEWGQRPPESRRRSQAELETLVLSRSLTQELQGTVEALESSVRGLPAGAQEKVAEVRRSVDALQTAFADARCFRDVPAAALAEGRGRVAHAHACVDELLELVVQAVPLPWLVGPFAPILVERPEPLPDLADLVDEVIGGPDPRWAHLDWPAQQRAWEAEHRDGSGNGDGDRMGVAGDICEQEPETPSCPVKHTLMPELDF
Target sequence (Q8WTS1 whole entry, looked up): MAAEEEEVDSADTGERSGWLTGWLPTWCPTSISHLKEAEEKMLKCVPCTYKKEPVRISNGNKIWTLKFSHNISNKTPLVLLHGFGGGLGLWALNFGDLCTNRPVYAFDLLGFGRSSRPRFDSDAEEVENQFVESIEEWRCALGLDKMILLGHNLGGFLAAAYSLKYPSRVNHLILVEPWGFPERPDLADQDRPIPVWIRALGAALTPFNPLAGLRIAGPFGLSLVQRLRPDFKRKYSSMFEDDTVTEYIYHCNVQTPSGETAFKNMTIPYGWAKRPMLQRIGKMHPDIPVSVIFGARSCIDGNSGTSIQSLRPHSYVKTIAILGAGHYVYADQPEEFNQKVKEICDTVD
ABCB6 inh 2: blocks the human ABCB6 transporter; K562-ABCB6 porphyrin accumulation, flow cytometry, 1 h; hits give low values; fluorescence ratio to DMSO, % at 10 µM; 360,000 compounds, 0.19% hits;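 active = fluorescence ratio to DMSO below 75%, the collection mean minus 3 SD; inconclusive = too few cells collected in the well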;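 note: signal is porphyrin accumulated inside mitochondria; 100% equals median channel fluorescence of DMSO control wells; lower ratio means ABCB6 inhibition with less porphyrin fluorescence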
MC4R barr agon: activates human MC4R beta-arrestin recruitment | P32245 | activation, % at 8.9 µM | U2OS MC4R beta-arrestin complementation, luminescence; percent of melanotan II response, DMSO zero | 360,000 compounds, 0.98% hits | AID 540308;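 active = activation above a per-plate cutoff, the mean activation of sample wells on that plate plus 3 SD, cut at about 8% in these data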
TLR9-MyD88 inh: blocks human TLR9 binding to MyD88 | Q9NR96+Q99836 | CHO BLA complementation TLR9-MyD88, CCF4 FRET ratio | inhibition, % at 4.98 µM | 340,000 compounds, 0.21% hits | AID 504734;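 active = inhibition above the mean over all tested compounds plus 3 SD, cut at about 21% in these data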;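 note: 0% = DMSO only wells and 100% = clavulanate BLA inhibitor control wells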
An asterisk follows results filed as active; ? = inconclusive; . = not tested or not shown. The list is partial; rates above refer to the full screens.

Every second line gives: HTR2A ag	SRC2 inh	N-glyco inh	MC4R antagonist	H9c2 protect	NOD2 RIPK2 PPI	ABHD5-PLIN5 inh	ABCB6 inh 2	MC4R barr agon	TLR9-MyD88 inh
COCCN(Cc1ccccc1)C(=O)c1cc(-c2ccc(OC)c(OC)c2)nc2ccccc12
    17*	-20	-1	1	26	-1	11	98	0.5	-1
CCOc1ccccc1NC(=O)C1CCCN(C(=O)Nc2ccccc2)C1 (centres undefined)
    -5	0	1	3	-4	3	-2	101	-1.7	-7
CC1CCCN(C(=O)c2nn(C)c3c2CSc2ccccc2-3)C1 (centres undefined)
    -4	12	2	12	3	-5	7	103	-1.5	2
C[C@]12C=C[C@H](O)CC1=CCC1C2CC[C@@]2(C)C1CCC21OCCO1 (some centres undefined)
    2	26	0	0	-6	0	-2	96	-1.5	9
Cc1ccc(NCC(=O)N/N=C\c2ccc[nH]2)cc1
    -3	-4	0	1	-1	-2	-3	101	-1.4	.
Cc1cc(OCC(=O)N2CCCC2)cc(C)c1Cl
    0	28	0	20	-9	-3	-7	97	-1.0	-15
O=C(NC(Cc1ccccc1)C(=O)N1CCN(S(=O)(=O)c2ccccc2F)CC1)c1ccccc1 (centres undefined)
    4	-5	-2	9	9	-7	-2	93	0.1	2
CCC12C(=O)C(CC)(C(c3ccccc3)=C1c1ccccc1)[C@@H]1C(=O)N(c3ccccc3)C(=O)C12 (some centres undefined)
    2	10	-10	12	6	-5	-5	101	4.0	-5
CCOC(=O)C1CCN(C(=O)C2CCN(S(=O)(=O)N3CCCC3)CC2)CC1
    -1	18	0	3	2	5	-3	96	-0.2	-1
Cc1ccc(S(=O)(=O)CC(=O)Nc2nnc(C(C)(C)C)s2)cc1
    -5	-34	3	-6	-2	-2	-8	94	-2.0	1
COc1ccc(CCC2(C)NC(=O)N(C(C)C(=O)Nc3ccccc3F)C2=O)cc1 (centres undefined)
    -8	-9	-1	12	-2	5	-4	94	-0.4	-2
COc1ccc(NC(=O)CCc2nnc3ccc(NCc4ccco4)nn23)cc1
    -5	4	2	10	-2	3	1	99	-2.0	-17
COc1ccccc1C(=O)Nc1nnc(SCC(=O)NCc2ccco2)s1
    8	.	-11	4	-8	4	0	91	-0.9	5
COc1ccc(S(=O)(=O)N2CCCC2CNC(=O)C(=O)NCCc2ccccc2)cc1 (centres undefined)
    2	-6	4	-23	18	-2	0	96	-3.4	4
O=C(NNc1c2ccccc2nc2ccccc12)c1ccc(O)cc1
    3	-18	9	-17	43	-21	16	99	-3.2	5
COc1ccccc1N(C)S(=O)(=O)c1ccc(Cl)c(C(=O)Nc2cccc(C)n2)c1
    2	-42	-2	-2	6	-9	-11	98	-0.5	3
Cc1cc(C)c(NC(=O)NC(=O)c2ccc(F)cc2)c(C)n1
    -2	-18	-1	1	-15	6	4	96	-0.7	-5
NS(=O)(=O)c1cccc(NC(=O)CN2CCc3ccccc32)c1
    0	-16	1	-2	-2	3	4	97	-2.7	-8
CCOC(=O)c1sc(NC(=O)CSc2n[nH]c(C)n2)nc1C
    5	3	0	3	-4	4	-8	99	2.7	-10
Cc1ccc(CN2CCNC(=O)C2CC(=O)NCc2cc(C)n(C)n2)cc1 (centres undefined)
    -2	-9	0	7	4	-1	-9	103	-3.2	-10
O=C(CSc1cccc2cccc(Cl)c12)OCC(=O)N1CCN(C(=O)c2ccco2)CC1
    5	12	0	4	7	-6	-3	98	2.6	0
CCN(CC(=O)Nc1ccc(C)c(F)c1)CC(=O)NC(C)C
    2	-15	3	0	8	0	15	102	4.6	-5
O=C(Nc1nnc(C2=COCCO2)o1)c1cccc(F)c1
    5	-18	1	-4	19	-7	1	95	-3.1	-5
CCCCCSc1nnc(-c2ccccc2N)c(=O)[nH]1
    2	-14	2	2	-15	-2	-4	94	-0.6	-11
FC(F)(F)c1ccccc1Cc1c(-c2ccccc2)nc2c3ccccc3ccn12
    2	-9	-1	.	-4	1	-10	101	.	.
CCC(=NCCc1c(C)[nH]c2ccc(OC(F)(F)F)cc12)C1=C(O)CC(c2ccccc2)CC1=O (centres undefined)
    6	-14	?	-7	-11	1	-8	84	-3.7	6
CCCc1c(C(=O)N/N=C/c2c[nH]c3ccccc23)nnn1-c1nonc1N
    1	-10	1	4	18	-1	6	95	1.2	0
O=C(COc1ncnc2sccc12)N1CCN(C(=O)c2ccco2)CC1
    -2	11	-1	-1	4	-9	-2	101	-1.6	0
CN1CCN(S(=O)(=O)c2csc(C(N)=O)c2)CC1
    9	1	3	6	2	-2	4	100	0.4	14
Cc1cc(F)ccc1NCc1cccnc1
    0	-12	1	3	-3	0	-4	96	-2.2	4
Fc1ccc(CNC(=S)NC2CCCCC2)cc1
    2	-2	2	11	8	7	1	98	-0.1	-18
CCSC1=N/C(=C\c2cccnc2)C(=O)N1c1ccccc1
    -7	23	-1	-2	3	9	-5	103	-0.4	-7
Cc1ccc2ncnc(NCCCN3CCOCC3)c2c1
    -3	8	-2	3	-6	-9	-5	96	-1.2	9
CC(C)(C)C1CCC(OCC(O)CN2CCN(Cc3ccccc3)CC2)CC1 (centres undefined)
    -6	9	-2	-2	-9	-5	2	102	3.0	-5
COC(=O)[C@@]1(Cc2ccc(OC)cc2)[C@H]2c3cc(C(=O)N4CCCC4)n(CCn4cc([N+](=O)[O-])nc4C)c3C[C@H]2CN1C(=O)c1ccccc1
    1	-33	2	-2	1	-5	7	94	-1.7	1
O=C1C2CCCN2C(=S)N1C1CCCCC1 (centres undefined)
    -2	36	0	5	1	-1	-4	95	-1.6	-2
CCCn1nc(C(=O)NCCc2ccc(S(N)(=O)=O)cc2)c2ccccc2c1=O
    1	-17	1	2	20	-16	-6	91	-2.6	-5
Cc1nnnn1/C(=C\c1ccccc1)C(=O)OCC(=O)Nc1ccc(Cl)cc1F
    5	8	16	-26	2	14	68*	98	37*	7
Nc1ccc(C(=O)OCC(=O)N2c3ccccc3Sc3ccccc32)cc1[N+](=O)[O-]
    -1	6	-6	8	-1	7	0	95	-3.1	10
OCc1cc(-c2ccccn2)no1
    4	-25	0	8	2	-12	-14	100	0.6	3
CC(C)CNS(=O)(=O)c1ccc(OCC(=O)Nc2ccc(F)cc2F)cc1
    -3	-11	-2	9	-2	-3	-4	94	1.1	-4
O=C(c1cnccn1)N1CCN(S(=O)(=O)c2ccc3ccccc3c2)CC1
    2	13	0	10	-3	-1	-9	111	2.4	-1
Cc1ccc2c(c1)nnn2C1CCN(S(=O)(=O)c2ccc(C(=O)N3CC(C)CC(C)C3)cc2)CC1 (centres undefined)
    0	-5	-3	0	-8	2	-4	92	-1.8	-5
O=C(Nc1ccc(Nc2ccccc2)cc1)c1c(F)c(F)c(F)c(F)c1F
    0	-10	1	-2	-6	3	6	97	4.9	-7
CCOC(=O)c1[nH]c(C)c(C(=O)NC2CCCCCC2)c1C
    6	16	4	0	12	5	-8	94	2.6	-7
O=C1CSC(c2cccc([N+](=O)[O-])c2)N1c1ccccc1 (centres undefined)
    1	-5	0	-1	4	-10	1	99	0.1	-1
COc1cc(/C=N/N(C)C)ccc1OC(=O)c1cccs1
    -1	12	2	-1	-7	6	-1	101	-2.9	-6
COC(=O)c1cc(CNC(=O)C(C)NS(=O)(=O)c2ccc(C)c(C)c2)ccc1OC (centres undefined)
    1	-5	-1	-2	2	4	-5	99	-1.7	-4
C=C(C)COc1ccc2c(C)c(CC(=O)N3C[C@H]4C[C@@H](C3)c3cccc(=O)n3C4)c(=O)oc2c1
    0	-6	0	3	6	-1	0	97	-2.7	3
Cc1ccc(C(=O)Nc2cccnc2N2CCN(C)CC2)cc1
    -4	-19	1	17	0	-7	1	101	-0.7	4

(more compounds)
Every second line gives: HTR2A ag	SRC2 inh	N-glyco inh	MC4R antagonist	H9c2 protect	NOD2 RIPK2 PPI	ABHD5-PLIN5 inh	ABCB6 inh 2	MC4R barr agon	TLR9-MyD88 inh
COc1ccc(NS(=O)(=O)c2ccc(C)c(C(=O)NCc3ccccc3CN3CCCC3)c2)cc1
    -6	10	-5	-1	0	6	-7	99	-1.3	3
Cc1sc2ncnc(OCC(=O)NC(C)C)c2c1C
    2	-5	-2	15	1	-10	1	99	-0.5	-4
Cc1nn(-c2ccccc2)c(N2CCCC2)c1/C=C1\N=C(c2ccccc2)OC1=O
    -2	15	0	-2	3	-11	11	103	2.5	-3
C=CCNC(=S)NS(=O)(=O)c1cccs1
    -3	-1	1	4	4	-3	-1	106	-2.4	-5
O=C(NN1CCOCC1)c1cccc(Br)c1
    6	-3	-1	2	-2	-11	4	96	2.5	.
Cc1cc(C)c2[nH]c(=O)c(C(c3nnnn3CC3CCCO3)N3CCC(C)CC3)cc2c1 (centres undefined)
    8	-19	-2	0	1	-12	3	86	-1.4	-8
CC(=O)N1CCN(Cc2cc(=O)n3cc(Cl)c(C)c(Cl)c3n2)CC1
    8	10	0	1	2	-8	6	92	-1.5	5
Nc1ccccc1NC1=CC(=O)CC(c2ccco2)C1 (centres undefined)
    -5	-21	-2	-1	-3	-11	-3	86	0.5	-1
CN(CC(=O)Nc1cc(C(F)(F)F)ccc1-n1cncn1)Cc1nc2ccccc2c(=O)[nH]1
    11	2	-1	-2	19	-5	3	94	-0.7	-1
O=C(CSc1ccc(Cl)cc1)NNC(=O)c1ccco1
    -5	9	0	-1	-5	-11	-3	93	-2.0	-6
COc1ccc(C)c2sc(NC(=O)CCS(=O)(=O)c3ccccc3)nc12
    3	2	-5	4	8	-1	2	99	2.4	-14
O=C(N/C(=C/c1ccc([N+](=O)[O-])cc1)C(=O)N1CCOCC1)c1ccco1
    0	-9	1	17	3	-3	0	99	-3.4	-10
OCCN(C=NC1=NN(c2cccc(C(F)(F)F)c2)CC1)CCO
    -7	-25	7	0	-1	2	-17	99	-0.8	-3
COc1ccc([N+](=O)[O-])cc1C(=O)NCCOc1ccc(Cl)cc1
    4	-29	-2	-1	-2	2	0	98	0.8	-7
Cc1cccc(/C=C/c2onc(C)c2S(=O)(=O)N2CCC(C(=O)N3CCCCC3)CC2)c1
    -4	.	-5	4	19	8	2	95	-1.2	5
COc1ccc(-c2cc(-c3ccccc3)n3ncnc3n2)cc1
    4	11	0	-5	30	4	2	93	-1.3	5
O=C(Nc1ccccc1Cl)c1cccs1
    -2	-46	1	2	1	4	-1	98	0.1	-10
O=C(CN1C(=O)S/C(=C\c2ccccc2)C1=O)Nc1cc([N+](=O)[O-])ccc1O
    0	0	1	15	-14	3	8	97	-2.4	-1
O=c1cc(CSc2ccc([N+](=O)[O-])cc2)nc2sccn12
    0	-6	-3	-2	72*	3	1	106	-1.9	-6

Screening results: PubChem BioAssay, several laboratories
